Compound activity: PubChem, several laboratories
HDAC3 inhib = human HDAC3 inhibition | recombinant HDAC3, fluorogenic peptide/trypsin coupled, fluorescence | AID 2718 | 0.15% of 320,000 active | O15379 | inhibition, % at 8.3 µM; in the data active = inhibition above about 26%, passing the limit was not always enough; inconclusive = no clear call, values can overlap the other calls
HSP90 refold inh = blocks HSP90-mediated luciferase refolding in reticulocyte lysate; 0.91% of 290,000 active; Rabbit reticulocyte lysate, luciferase refolding luminescence, 3 h; inhibition, % at 5.6 µM; AID 1789;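 active = inhibition above the screen-wide mean plus 3 SD, computed separately per campaign, cut at about 16% in these data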;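 also: 0% = DMSO wells and 100% = 60 µM geldanamycin wells; inhibitors lower the luminescence because luciferase stays unfolded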
GSK3 alpha inh = human GSK-3 alpha kinase inhibition; inhibition, % at 10 µM; ADP-Glo luminescence, 60 min; 0.1% of 320,000 active; AID 2650;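 in the data active = inhibition above about 50%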;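 also: GST-tagged GSK-3 alpha with peptide substrate and 25 µM ATP; 0% = DMSO neutral wells and 100% = GW8510 positive control wells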
Target sequence (P49840 whole entry, looked up): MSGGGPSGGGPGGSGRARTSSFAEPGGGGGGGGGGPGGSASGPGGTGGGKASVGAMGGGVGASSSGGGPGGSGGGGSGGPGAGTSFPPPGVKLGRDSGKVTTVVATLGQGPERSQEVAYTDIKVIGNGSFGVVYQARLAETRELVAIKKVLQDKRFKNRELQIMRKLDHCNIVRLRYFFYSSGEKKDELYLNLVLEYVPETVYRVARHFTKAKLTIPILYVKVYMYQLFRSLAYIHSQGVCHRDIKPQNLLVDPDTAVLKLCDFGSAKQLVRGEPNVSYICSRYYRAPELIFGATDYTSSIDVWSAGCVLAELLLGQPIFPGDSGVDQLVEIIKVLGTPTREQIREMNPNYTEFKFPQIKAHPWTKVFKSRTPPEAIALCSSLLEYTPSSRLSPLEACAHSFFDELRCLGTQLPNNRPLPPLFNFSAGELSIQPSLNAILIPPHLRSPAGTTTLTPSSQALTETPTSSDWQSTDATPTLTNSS
HSF1 activator = increases HSF-1 driven luciferase reporter signal. NIH3T3-HGL HSF-1 luciferase reporter, MG132, 8 h; 100% = twice DMSO control signal. activation, % at 9 µM. 1.7% of 300,000 active;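 active = mean replicate activation of at least 50% with a set share of replicates each reaching 50%; inconclusive = only one of those two conditions met; inactive = mean below 50% and too few replicates reaching it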;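 also: 0% = median of the neutral control wells and 100% = twice that signal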
HSF1 inh = HSF1 inhibition | NIH3T3-HGL HSE-luciferase, MG132-induced, luminescence 8 h; hits give low values | activity change, negative = inhibition, % at 7.5 µM (by protocol) | 0.77% of 300,000 active | AID 2098;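 active = more than half of replicate wells show activity change below -50%, luminescence cut by over half; inconclusive = some wells, but at most half, below -50%; inactive = no replicate well below -50%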;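 also: luciferase reports HSF-1 transcriptional activity via heat shock element; 0% = median of DMSO wells and -100% = zero luminescence signal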
DYRK1A inh = inhibitors of rat Dyrk1A kinase; Q63470; ADP-Glo luminescence, NFATc1 peptide; inhibition, % at 12.5 µM; 0.43% of 310,000 active; in the data active = inhibition above about 50%;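 also: plate controls were vehicle with enzyme for no effect and no enzyme for full effect; many of its hits are not listed in these tables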
PolyA inhibitor = blocks polyadenylation in yeast reporter cells; 0.02% of 300,000 active; S. cerevisiae SKY197-pL101 polyadenylation reporter, beta-gal luminescence; efflux-impaired pdr1/pdr3 knockout yeast; score 100 = 6 SD above DMSO; calls only at 12 µM; AID 1875;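 active = lowest replicate activity score at least 50, where 100 means six control SD above control mean; inconclusive = lowest score under 50 but half or more replicates reach 50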;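 also: yeast exposed to compound for 9 h at 30 °C; higher score means more reporter readthrough which indicates perturbed polyadenylation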
Platelet DG rel = platelet dense granule release activity; human platelet-rich plasma, SFLLRN dense granule ATP release, luminescence; inhibition, %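 (compounds screened at 7.5 µM in platelet-rich plasma)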; 0.22% of 300,000 active;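 active = mean replicate score, as percent of positive control, at or above 50; inconclusive = mean below 50 but at least one replicate at or above 50; inactive = mean and every replicate below 50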
GSK3beta inhib = blocks human GSK3beta kinase activity | P49841 | activity score (negative = inhibition), % at 10 µM | AID 2097 | 0.038% of 300,000 active | GST-GSK3beta kinase, ADP-Glo luminescence, 60 min; hits give low values;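 active = more than half of replicate wells score below -50%, meaning over 50% inhibition versus plate controls; inconclusive = some replicates but at most half score below -50%; inactive = no replicate scores below -50%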;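 also: 0% = median DMSO wells and -100% = median GW8510 positive control wells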
Target sequence (P49841 whole entry, looked up): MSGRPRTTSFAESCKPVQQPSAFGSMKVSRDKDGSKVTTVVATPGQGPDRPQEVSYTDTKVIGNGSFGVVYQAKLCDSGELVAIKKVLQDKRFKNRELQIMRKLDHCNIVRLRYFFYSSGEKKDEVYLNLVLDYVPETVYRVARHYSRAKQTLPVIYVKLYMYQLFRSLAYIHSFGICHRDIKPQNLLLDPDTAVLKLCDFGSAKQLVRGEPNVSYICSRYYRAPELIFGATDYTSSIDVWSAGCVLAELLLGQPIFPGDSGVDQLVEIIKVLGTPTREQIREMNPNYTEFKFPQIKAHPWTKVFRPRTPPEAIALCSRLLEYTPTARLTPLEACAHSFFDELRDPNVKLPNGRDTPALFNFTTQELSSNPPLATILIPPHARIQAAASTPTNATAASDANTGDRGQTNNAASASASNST
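Test system – GST-tagged human GSK3beta kinase, cell-free · Incubation – 60 min enzyme reaction, room temperature · Signal – ADP-Glo luminescence · Also added – peptide substrate and ATP at 25 µM · Controls – DMSO neutral wells and GW8510 at 20 µM as positive · Buffer or medium – Tris/MgCl2 kinase buffer · Measure – Luminescence-derived activity versus plate DMSO and GW8510 wells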
AI-2 QS mod = Vibrio harveyi AI-2 quorum sensing modulation | Vibrio harveyi JMH597 AI-2 luminescence/OD600 ratio, 9 h; hits give low values; strain lacks LuxN and CqsS sensors; 0 = neutral-control median | activity change, % at 7.5 µM | 0.4% of 300,000 active; in the data active = activity change below about -75%, passing the limit was not always enough; inconclusive = no clear call, values can overlap the other calls;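 also: luminescence divided by OD600 gain over 9 h not by final OD600 alone; inactives centre near 13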
An asterisk follows results filed as active; i = inactive; ? = inconclusive; nt = not tested or not shown. These rows are one share of the data; count on the stated rates, not on these rows.

SMILES	HDAC3 inhib	HSP90 refold inh	GSK3 alpha inh	HSF1 activator	HSF1 inh	DYRK1A inh	PolyA inhibitor	Platelet DG rel	GSK3beta inhib	AI-2 QS mod
CC1CCN(CCCCOc2ccccc2-c2ccccc2)CC1	-6	0	1	4	-2	-2	i	-3	-5	37
CN(Cc1ccccc1)C(=O)c1ccccc1C(=O)O	-2	-2	-4	-19	-6	-6	i	3	-1	8
COc1ccc(-n2nc(C(=O)NCC(=O)NCC3CCCO3)c3ccccc3c2=O)c(OC)c1 (stereo not given)	-1	4	0	-4	3	-4	i	12	3	6
CC1CCCCC1NC(=O)Cn1nc(-c2ccccc2)ccc1=O (stereo not given)	0	-1	2	-35	-20	0	i	7	4	14
O=C(Nc1ccccc1)Nc1ccc(Br)cc1F	-2	-2	-1	25	15	-3	i	0	1	12
COc1ccc(/C=C/C(=O)NC(=S)Nc2ccc(S(N)(=O)=O)cc2)cc1	-8	-2	2	nt	nt	-8	i	0	3	6
CC(=O)[C@@]1(O)CC[C@H]2[C@@H]3C[C@H](C)C4=CC(=O)C=C[C@]4(C)[C@@]3(F)[C@@H](O)C[C@@]21C	-6	-1	-3	-51	-43	3	i	2	2	23
CN(C)C(=O)c1ccc(NC(=O)COc2cccc(Oc3ccccc3)c2)cc1	7	-3	0	-7	-1	-2	i	-29	-3	4
Cc1ccn2c(=O)c(NC(=O)c3cccs3)c(C)nc2c1	-3	nt	6	8	2	2	i	-15	1	62
O=C(CNc1cc(S(=O)(=O)N2CCOCC2)ccc1N1CCCC1)NCc1ccco1	?	-4	3	15	-2	-1	i	8	0	1
CCN(C(=O)COC(=O)CN(C)S(=O)(=O)c1ccc(NC(C)=O)cc1)C1CCS(=O)(=O)C1 (stereo not given)	1	-8	0	-6	-1	1	i	-24	-1	17
Cc1onc(-c2ccccc2Cl)c1C(=O)NCc1cccs1	-1	-1	-1	0	4	1	i	12	-1	4
O=C(Nc1ccnn1C1CCN(C2CCCCC2)CC1)c1ccccc1	nt	8	nt	-3	-2	0	i	0	-1	8
CCc1ccc(/C=c2\s/c(=C\C(=O)C(C)(C)C)[nH]c2=O)cc1	1	5	2	10	-1	0	i	4	4	63
COc1ccc(N2CCN(C(=O)CCc3ccc(S(=O)(=O)NC(C)C)cc3)CC2)cc1	-3	4	1	13	-6	-12	i	11	1	9
O=C(CN1C(=O)C2C3CCC(C3)C2C1=O)OCC(=O)c1ccccc1 (stereo not given)	-1	1	-1	1	-3	2	i	-12	2	25
COc1ccc2sc(N(CCCN(C)C)C(=O)c3ccc(S(=O)(=O)N(C)Cc4ccccc4)cc3)nc2c1	15	nt	1	-22	-13	29	i	-9	1	32
COc1ccccc1N1CCN(CC(O)COCc2cccs2)CC1 (stereo not given)	-2	0	-1	18	-2	10	i	-5	0	9
O=C(Nc1nc2ccccc2[nH]1)C1CCN(S(=O)(=O)c2cccs2)CC1	2	-2	-3	4	0	11	i	2	-1	18
CCOc1ncccc1C(=O)N(C)CC1COc2ccccc2O1 (stereo not given)	-1	1	nt	175*	97	-7	i	-10	1	73
COc1ccc(CCN2C(=O)CC(N3CCOCC3)C2=O)cc1OC (stereo not given)	-2	-1	-2	nt	nt	3	nt	nt	-1	30
CC(C)Sc1nc(O)c(Cc2ccccc2)c(=O)[nH]1	-7	5	3	-5	-7	nt	i	1	4	33
CCCCSc1nc(C)cc(C)c1S(=O)(=O)c1ccccc1C	9	0	1	16	-3	-3	i	1	2	21
CCN(CC1CCCO1)C(=O)c1cc(COc2ccc(OC)cc2Cl)on1 (stereo not given)	-3	-7	-1	9	0	0	i	-7	1	30

12 entries from above, with values under each structure:
Values run as follows: HDAC3 inhib | HSP90 refold inh | GSK3 alpha inh | HSF1 activator | HSF1 inh | DYRK1A inh | PolyA inhibitor | Platelet DG rel | GSK3beta inhib | AI-2 QS mod
O=C(Nc1ccnn1C1CCN(C2CCCCC2)CC1)c1ccccc1
 : nt | 8 | nt | -3 | -2 | 0 | i | 0 | -1 | 8
CCc1ccc(/C=c2\s/c(=C\C(=O)C(C)(C)C)[nH]c2=O)cc1
 : 1 | 5 | 2 | 10 | -1 | 0 | i | 4 | 4 | 63
COc1ccc(N2CCN(C(=O)CCc3ccc(S(=O)(=O)NC(C)C)cc3)CC2)cc1
 : -3 | 4 | 1 | 13 | -6 | -12 | i | 11 | 1 | 9
O=C(CN1C(=O)C2C3CCC(C3)C2C1=O)OCC(=O)c1ccccc1 (stereo not given)
 : -1 | 1 | -1 | 1 | -3 | 2 | i | -12 | 2 | 25
COc1ccc2sc(N(CCCN(C)C)C(=O)c3ccc(S(=O)(=O)N(C)Cc4ccccc4)cc3)nc2c1
 : 15 | nt | 1 | -22 | -13 | 29 | i | -9 | 1 | 32
COc1ccccc1N1CCN(CC(O)COCc2cccs2)CC1 (stereo not given)
 : -2 | 0 | -1 | 18 | -2 | 10 | i | -5 | 0 | 9
O=C(Nc1nc2ccccc2[nH]1)C1CCN(S(=O)(=O)c2cccs2)CC1
 : 2 | -2 | -3 | 4 | 0 | 11 | i | 2 | -1 | 18
CCOc1ncccc1C(=O)N(C)CC1COc2ccccc2O1 (stereo not given)
 : -1 | 1 | nt | 175* | 97 | -7 | i | -10 | 1 | 73
COc1ccc(CCN2C(=O)CC(N3CCOCC3)C2=O)cc1OC (stereo not given)
 : -2 | -1 | -2 | nt | nt | 3 | nt | nt | -1 | 30
CC(C)Sc1nc(O)c(Cc2ccccc2)c(=O)[nH]1
 : -7 | 5 | 3 | -5 | -7 | nt | i | 1 | 4 | 33
CCCCSc1nc(C)cc(C)c1S(=O)(=O)c1ccccc1C
 : 9 | 0 | 1 | 16 | -3 | -3 | i | 1 | 2 | 21
CCN(CC1CCCO1)C(=O)c1cc(COc2ccc(OC)cc2Cl)on1 (stereo not given)
 : -3 | -7 | -1 | 9 | 0 | 0 | i | -7 | 1 | 30

Continuation:
SMILES	HDAC3 inhib	HSP90 refold inh	GSK3 alpha inh	HSF1 activator	HSF1 inh	DYRK1A inh	PolyA inhibitor	Platelet DG rel	GSK3beta inhib	AI-2 QS mod
Cc1cc([N+](=O)[O-])nn1CC(=O)Nc1nccs1	nt	-3	nt	-16	-3	-4	i	-4	-5	21
Cc1ccccc1C(=O)NN1CCOCC1	0	4	-1	-1	-13	nt	i	2	3	24
CCC(Sc1nnc(C)c(=O)[nH]1)C(=O)Nc1cccc2ccccc12 (stereo not given)	8	-3	-2	7	-1	-3	i	-3	5	29
Fc1ccccc1CN1CCCCCCC1	-1	-1	-4	-11	-3	-8	i	-4	5	9
CCCCn1c(N)c(N(CCC(C)C)C(=O)C2CCCN(C(=O)c3ccc(Cl)cc3)C2)c(=O)[nH]c1=O (stereo not given)	2	nt	-2	4	5	-4	i	7	1	17
Cc1nn(-c2ccccc2)c(N2CCCC2)c1/C=N/n1cnc2scc(-c3ccccc3)c2c1=O	0	-1	2	-30	-31	2	i	-1	-4	14
COc1ccc(N2CCN(Cc3nc(N)nc(N4CCCc5ccccc54)n3)CC2)cc1	1	-1	6	4	-3	-2	i	4	-3	10
CCc1ccc(OCC(=O)O/N=C(\N)c2cccnc2)cc1	-4	-5	-2	40	14	nt	i	17	-5	-92*
CC(=O)c1ccc(NC(=O)c2cc(-c3cccs3)on2)cc1	-10	-5	-2	-11	-1	-7	i	18	2	3
CCC(=O)N1CCc2cc(S(=O)(=O)NC(C(=O)NCc3ccc(F)cc3)C(C)C)ccc21 (stereo not given)	-1	-3	-3	14	6	6	i	-2	-2	51
CSc1nc(C(C)C)ccc1CNC(=O)CC(C)c1ccccc1 (stereo not given)	7	3	-2	-11	-1	-3	i	-4	1	-12
CN(C(=O)CSc1nc2ccc(Br)cc2c(=O)n1Cc1ccco1)C1CCS(=O)(=O)C1 (stereo not given)	?	-5	-1	-1	1	-6	i	7	-1	2
Cc1nc(-c2ccc(NC(=O)/C=C\C(=O)O)cc2)cs1	0	0	-3	-47	-39	-1	i	2	0	7
COc1cccc(NC(=O)NC2CCCc3ccccc32)c1 (stereo not given)	-3	-4	nt	23	7	-4	i	1	-4	9
N#C/C(=C/c1ccccc1[N+](=O)[O-])c1nnc2n1CCCCC2	1	0	-3	-8	-8	0	i	-6	-7	45
COc1ccc(CCN2CC(C(=O)NCCN3CCCC3=O)CCC2=O)cc1 (stereo not given)	1	7	-1	-9	-5	-2	i	-7	-1	2
COCC1CCN(Cc2cn[nH]c2-c2cc(OC)c(OC)c(OC)c2)CC1	3	-3	-1	1	-3	-10	i	5	3	21
Cc1oc(=O)c(NC(=O)c2cccc(Cl)c2)cc1C(=O)c1ccccc1	4	-3	-3	123*	74	-5	i	-3	1	15
CC(=O)N1CCCc2cc(S(=O)(=O)N3CCCC(C(=O)Nc4cc(C)ccc4C)C3)ccc21 (stereo not given)	1	-6	-1	3	8	4	i	-10	4	-12
COc1ccc(NC(=O)CCC(=O)OCc2ccc(Br)cc2)cc1	2	2	0	2	-1	1	i	0	2	1
COc1ccc(CNC(=O)C2CCCN(c3nc4ccccc4o3)C2)c(OC)c1 (stereo not given)	1	-3	1	18	13	0	i	-3	-20	15
Cc1ccc(Cn2c(=O)n(C)c(=O)c3sccc32)cc1	-5	3	-1	10	-2	1	i	-2	-4	5
COc1ccccc1-n1c(SCC(=O)O)nc2c(sc(=S)n2-c2ccc(C)c(C)c2)c1=O	5	2	-5	-10	3	3	i	-6	0	-3
C=CCN(C(=O)CNC(=O)c1cccs1)C(C(=O)NC(C)(C)C)c1ccccc1 (stereo not given)	2	-1	3	5	8	1	i	-7	-1	-7
CCOC(=O)NNS(=O)(=O)c1cc(Br)ccc1Br	2	2	0	-16	-6	3	i	12	1	8
Cc1ccc(CNC(=O)CN(C)S(=O)(=O)c2cnc[nH]2)cc1	2	5	-1	5	-3	-7	i	3	2	26
COc1ccc(/C=C(/NC(=O)/C=C/c2ccccc2)C(=O)NCCCCCC(=O)O)cc1	8	0	-2	-11	-7	10	i	5	1	23
CCOC(=O)CCNC(=O)Nc1cc2nc(C)n(Cc3cccc(Cl)c3)c2nc1C	1	-4	1	0	-6	-2	i	1	-3	6
COc1ccc(NC(=O)c2sc3nc(Cc4ccccc4)cc(C(F)(F)F)c3c2N)cc1OC	12	4	0	-17	-3	5	i	1	2	12
CCOC(=O)c1cn(CC)c2ccc(S(=O)(=O)N3CC(C)CC(C)C3)cc2c1=O (stereo not given)	-2	-4	-2	nt	nt	-11	nt	nt	nt	nt
O=C(CSc1nnc(CNC(=O)c2ccco2)o1)Nc1ccc(F)cc1	15	-2	1	-1	5	-4	i	8	nt	44
Cc1ccc(C(=O)COC(=O)CCC(=O)NC2CCCCC2)cc1C	4	3	1	-18	-6	3	i	2	0	-10
